Screening results deposited in PubChem BioAssay by Sanford-Burnham Center for Chemical Genomics.
HKDC1 inh – HKDC1 hexokinase inhibitors, primary screen, biochemical, fluorescence, uHTS. Q2TB90. 340,000 compounds, 0.16% hits. inhibition, % at 20 µM. recombinant HKDC1, G6PDH/diaphorase resazurin coupled fluorescence;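 active means inhibition above about 35% when tested at 20 µM, limit read from the data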;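 further: plate controls were DMSO wells with enzyme for no effect and DMSO wells lacking enzyme for full effect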
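Assay system: in-house recombinant HK5 (HKDC1) enzyme. Input: HKDC1 at 5 µg/mL. Medium: Tris pH 8.0 buffer with MgCl2, Tween-20, BSA, BME. Dosing: single 20 µM dose. Schedule: 90 min reaction incubation at room temperature, dark. Signal: resazurin-to-resorufin fluorescence via G6PDH and diaphorase coupling, 525/613 nm. Controls: DMSO-enzyme wells negative, buffer-substituted wells positive.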
SENP6 inh – SENP6 protease inhibitors, primary screen, biochemical, luminescence, uHTS; Recombinant SENP6 catalytic domain, aminoluciferin luminescence; inhibition, % at 10 µM; 330,000 compounds, 1.8% hits; Sentrin-specific protease 6 (Homo sapiens), Q9GZR1;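 active means inhibition above about 50% at the single tested dose, limit read from the data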;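 further: plate controls were DMSO wells with enzyme for no effect and DMSO wells lacking enzyme for full effect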
SENP8 block-1 – SENP8 protease inhibitors, primary screen, biochemical, luminescence. Sentrin-specific protease 8 (Homo sapiens), Q96LD8. purified SENP8, Z-RLRGG-aminoluciferin cleavage. inhibition, % at 10 µM. 330,000 compounds, 1.2% hits. AID 2540, 2010; in the data active means inhibition above about 50%
Target sequence (Q96LD8 whole entry, looked up): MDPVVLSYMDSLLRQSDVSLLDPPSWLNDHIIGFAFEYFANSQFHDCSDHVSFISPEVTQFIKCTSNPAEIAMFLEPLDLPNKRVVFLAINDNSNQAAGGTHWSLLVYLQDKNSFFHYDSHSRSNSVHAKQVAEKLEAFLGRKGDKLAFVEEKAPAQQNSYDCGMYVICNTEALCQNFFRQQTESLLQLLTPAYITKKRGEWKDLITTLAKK
SENP1 FRET inh – human SENP1 catalytic domain inhibitors, primary screen, biochemical, FRET, uHTS; recombinant SENP1 catalytic domain, CyPet-SUMO1-YPet FRET cleavage; 360,000 compounds, 0.21% hits; inhibition, % at 10 µM;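 active means inhibition at least 30% at 10 µM, raw YFP signal under a set limit, fluorescence ratio 0.5 to 1.5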;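 further: 0% = enzyme with DMSO and 100% = no enzyme wells; some results filed as inactive read as strong as hits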
Target sequence (Q9P0U3 419-644 limits assumed): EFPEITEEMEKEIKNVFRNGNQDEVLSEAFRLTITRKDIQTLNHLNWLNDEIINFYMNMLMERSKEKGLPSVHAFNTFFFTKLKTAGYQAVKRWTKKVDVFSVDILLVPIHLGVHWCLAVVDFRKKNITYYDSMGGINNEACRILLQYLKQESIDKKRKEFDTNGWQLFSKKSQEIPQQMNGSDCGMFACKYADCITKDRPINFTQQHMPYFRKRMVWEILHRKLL
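Test system: hSENP1 catalytic domain, recombinant; Amount: 20 pM final SENP1 enzyme; Medium: Tris pH 8 buffer plus EDTA, NaCl, BME, BSA, NP40, catalase; Schedule: 50 min enzyme reaction, room temperature, light-protected; Technique: FRET fluorescence in CFP and YFP emission channels; Controls: no-enzyme wells low, DMSO-plus-enzyme wells high control.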
MIN6 prolif – inducers of MIN6 beta-cell proliferation, primary screen, ATP luminescence, uHTS. MIN6 cells proliferation, ATPlite luminescence, 48 h; cells starved in 0.2% serum; 100% = growth in 10% serum. proliferation, % at 10 µM. 330,000 compounds, 0.29% hits. AID 2380, 2010;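 active means compounds whose signal lies at least 3.5 SD above the mean of all wells on their plate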;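 further: 0% = DMSO-treated cells in low-serum medium and 100% = 10% serum control; some compounds called inactive have numbers as strong as hits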
SENP7 inh – SENP7 protease inhibitors, primary screen, biochemical, luminescence, uHTS; Sentrin-specific protease 7 (Homo sapiens), Q9BQF6; inhibition, % at 5 µM; 330,000 compounds, 1.5% hits; AID 434973, 2010; recombinant SENP7, Z-RLRGG-aminoluciferin luminescence, 40 min;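 active means inhibition above about 50% at the single test dose, limit read from the data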;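 further: plate controls were DMSO with enzyme for no effect and no enzyme buffer wells for full effect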
Target sequence (Q9BQF6 706-1050 limits assumed): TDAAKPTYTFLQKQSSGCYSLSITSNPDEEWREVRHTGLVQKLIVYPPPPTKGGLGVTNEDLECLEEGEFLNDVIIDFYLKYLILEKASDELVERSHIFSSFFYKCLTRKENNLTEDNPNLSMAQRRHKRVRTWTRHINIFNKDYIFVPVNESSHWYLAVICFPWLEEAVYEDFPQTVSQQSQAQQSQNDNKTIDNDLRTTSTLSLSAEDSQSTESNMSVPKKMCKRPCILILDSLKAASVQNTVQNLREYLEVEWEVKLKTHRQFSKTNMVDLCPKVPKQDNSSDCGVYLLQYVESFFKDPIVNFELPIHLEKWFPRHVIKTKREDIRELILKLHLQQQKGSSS
SENP8 block-2 – human SENP8 protease inhibitors, primary screen, biochemical, fluorescence, Nedd8 protein substrate, uHTS; Sentrin-specific protease 8 (Homo sapiens), Q96LD8; recombinant SENP8; inhibition, % at 20 µM; 360,000 compounds, 0.64% hits; AID 602440, 2012; in the data active means inhibition mostly above about 40%, no sharp cut-off; inactive means mostly below about 27%
UBC13 polyUb – UBC13 polyubiquitin chain formation inhibitors, primary screen, biochemical, TR-FRET, uHTS. inhibition, % at 20 µM. 330,000 compounds, 0.47% hits. AID 485273, 2010; in the data active means inhibition above about 45%, passing the limit was not always enough
Target sequence (P61088 whole entry, looked up): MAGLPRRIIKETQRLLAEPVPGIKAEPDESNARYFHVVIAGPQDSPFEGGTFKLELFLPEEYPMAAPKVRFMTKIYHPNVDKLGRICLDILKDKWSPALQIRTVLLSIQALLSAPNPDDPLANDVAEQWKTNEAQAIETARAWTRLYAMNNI
PfG6PD inh – PfG6PD enzyme inhibitors, primary screen, biochemical, fluorescence intensity, uHTS. glucose-6-phosphate dehydrogenase-6-phosphogluconolactonase (Plasmodium falciparum 3D7). PfGluPho enzyme, NADPH resazurin-diaphorase fluorescence. inhibition, % at 20 µM. 350,000 compounds, 0.78% hits. AID 504690, 2011;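 active means inhibition reaching at least a set limit at 20 µM in the primary screen, cut at about 59% in these data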;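 further: 0% = DMSO wells with substrate and 100% = DMSO wells lacking glucose-6-phosphate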
* = called active by the depositor; nt = no result given. An unsorted share of the library (roughly 4% active in at least one column).

SMILES | HKDC1 inh | SENP6 inh | SENP8 block-1 | SENP1 FRET inh | MIN6 prolif | SENP7 inh | SENP8 block-2 | UBC13 polyUb | PfG6PD inh
CC(C)C[C@H]1CN([C@@H](Cc2ccc(O)cc2)CN2CCC[C@@H]2CN2C(=O)C(=O)NC[C@@H]2Cc2ccccc2)C(=O)C(=O)N1CC1CCCCCC1 | 8.8 | nt | nt | 1.2 | nt | nt | 7.4 | nt | -0.3
S=c1nc(-c2ccccc2)n(CCCn2ccnc2)c2c1CCCC2 | 1.4 | 6.3 | -2.3 | 0.4 | -1.2 | -1.7 | 12.5 | 7.4 | -3.5
O=C(CN1C(=O)NC2(CCCCCCC2)C1=O)NCc1ccccc1 | -1.8 | -10.9 | 7.4 | 1.3 | -1.4 | -3.4 | -4.8 | -1.2 | 5.3
Cc1cc(C(=O)Nc2c(F)cc(F)cc2Br)no1 | -7.8 | -16.3 | -2.4 | 0.1 | -1.0 | -5.8 | 16.2 | -13.3 | -14.7
Cc1ccc(Cl)cc1N1CCN(c2cccc[n+]2C)CC1 | -3.5 | -3.8 | -3.2 | -0.5 | -3.0 | -3.3 | 18.3 | -0.7 | -14.8
CN(CC(=O)Nc1ccccc1Cl)C(=O)COC(=O)c1ccc(Cl)cc1[N+](=O)[O-] | 0.0 | 3.0 | 10.6 | 0.3 | 0.5 | -1.7 | 4.6 | -1.1 | -13.5
CCOc1ccc(NC(=O)CN2CCN(Cc3c(F)cccc3F)CC2)cc1 | 1.8 | 8.3 | -3.5 | 1.5 | -2.7 | 6.6 | 9.7 | 2.6 | -3.4
O=S(=O)(NC(=NC1CCCC1)C(F)(F)F)c1ccccc1 | -1.8 | -14.9 | -4.3 | 1.5 | -0.6 | -9.3 | 9.0 | 0.1 | 9.3
COc1ccccc1NC(=O)CSc1nnc(Cn2cnc3ccccc32)n1C | 2.0 | -3.9 | -7.1 | 0.0 | -1.5 | -0.2 | 18.5 | -24.4 | -2.0
CC1C(=O)N2CCCc3cc(NC(=O)C(=O)NCCc4c[nH]c5ccccc45)cc1c32 (stereo not drawn) | 7.6 | -9.2 | -3.0 | -1.8 | -1.0 | 2.4 | 7.9 | -2.6 | -8.9
Cc1ccc(NC(=O)Cn2nnc(C(=O)NCc3cccs3)c2N)cc1Cl | -0.5 | -19.6 | -5.7 | 1.4 | 1.2 | 2.1 | 9.2 | 0.7 | -19.6
O=C(CCN1CCN(c2ccccc2)CC1)NNC(=O)Cc1c(F)cccc1Cl | -5.3 | -21.2 | -3.4 | 1.6 | 1.4 | -5.7 | 5.9 | 1.1 | -2.3
Cc1ccc(C)c(NC(=O)CSc2ccc(-c3cccs3)nn2)c1 | 8.1 | -27.6 | -6.0 | 0.7 | 0.3 | -2.3 | 18.3 | -3.6 | -15.1
Cc1ccc(CSc2ncnc3c2cnn3-c2ccccc2)cc1 | -8.3 | -4.8 | -12.2 | 0.8 | -5.2 | -9.7 | -73.3 | 22.2 | 5.2
Cn1c(COc2cccc3ccccc23)nnc1SCC(=O)OC1CCCCC1 | 0.4 | -3.8 | -1.6 | 2.4 | 1.6 | 1.8 | 18.1 | 19.9 | 11.5
O=C(CN1CCC(n2nnc3cc(F)ccc32)CC1)N1CCc2ccccc2C1 | -3.1 | 3.4 | -6.2 | -2.2 | -0.4 | 5.0 | 7.7 | -0.1 | 7.8
COc1ccc(OC)c(C2C(C(N)=O)=C(C)Nc3nc(CCCO)nn32)c1 (stereo not drawn) | -5.9 | 1.9 | -0.4 | -1.4 | 1.7 | 2.8 | 14.7 | -1.4 | 4.1
C[C@]12c3[nH]c4ccccc4c3CCN1C(=O)C(CC(=O)NCc1cccc(C(F)(F)F)c1)C[C@@H]2C(=O)N1CCOCC1 (stereo partly drawn) | -3.2 | -32.7 | -13.2 | 0.1 | -3.2 | -4.2 | 5.8 | -6.5 | 9.8
CC1Cc2nc(SCC(=O)Nc3nc4ccccc4s3)n(C)c(=O)c2S1 (stereo not drawn) | 0.7 | -12.9 | -3.0 | -10.7 | 2.6 | -8.5 | 17.3 | 5.2 | 26.8
O=C(NCc1ccncc1)C(=O)C1C(=O)Nc2ccccc21 (stereo not drawn) | -9.4 | -24.0 | -3.9 | 0.9 | -4.0 | -4.7 | 4.2 | -14.6 | -1.6
Cc1nn2cnnc2c(C)c1Cc1c(F)cccc1Cl | 0.5 | -3.9 | 5.8 | -1.2 | 0.9 | 4.0 | -0.1 | 1.7 | 4.6
O=C(Nc1cccc(Br)c1)c1ccc(CN2CCc3ccccc3C2)cc1 | 0.1 | 20.7 | -11.8 | 0.3 | -4.7 | 16.7 | -1.0 | -3.2 | -0.1
CC(=O)CCn1cc([N+](=O)[O-])nc1C | -1.2 | -20.8 | 8.4 | 1.0 | -2.1 | 2.4 | 13.6 | -3.0 | -15.4
O=C(COc1cc(F)ccc1[N+](=O)[O-])NCCCc1ccccc1 | -7.7 | 1.8 | -3.2 | 1.0 | 0.0 | -5.8 | 15.7 | -1.3 | -2.6
CC(NC1CCCC1)c1ccccc1 (stereo not drawn) | -10.2 | -1.7 | -2.9 | 0.2 | -3.8 | 7.5 | 7.7 | -6.3 | -16.3
O=C(Nc1cccc([N+](=O)[O-])c1)NC1CCS(=O)(=O)C1 (stereo not drawn) | 2.2 | -19.9 | -1.1 | -0.3 | 2.9 | -4.0 | 10.6 | -4.8 | -3.6
O=C(N/N=C/c1ccc(O)cc1O)/C(=C/c1ccccc1)CCO | -40.1 | 4.1 | 5.2 | -11.3 | 0.0 | 6.8 | -14.1 | 4.4 | -27.0
O=C(CCN1C(=O)/C(=C/c2ccc3c(c2)OCO3)SC1=S)Nc1cccc(C(=O)O)c1 | 7.4 | 8.6 | -0.3 | -39.0 | -5.1 | -16.3 | 29.3 | -22.2 | -25.0
O=C1OCc2cccc3cccc1c23 | -10.3 | 9.0 | -0.6 | -0.8 | 1.5 | -6.0 | -287.0 | 27.2 | 5.5
CCOc1cc(C)c(S(=O)(=O)N2CCCC2)cc1C | 2.5 | -4.8 | -3.8 | 0.9 | -3.0 | -11.0 | 12.9 | 5.9 | 25.1
CN(C)c1ccc(/C=C(\NC(=O)c2ccccc2)C(=O)NCc2ccncc2)cc1 | 0.2 | -11.6 | 1.8 | -11.0 | 0.3 | -6.9 | -135.4 | -2.1 | 7.5
CCN1CCC(NCCc2ccc(F)cc2)CC1 | -7.3 | -5.1 | 12.6 | 0.5 | -1.8 | 0.2 | 8.1 | -2.8 | 9.2
O=C(CSc1nc(-c2ccc(F)cc2)cs1)Nc1ccccn1 | -10.1 | 4.6 | 2.9 | -1.7 | 3.0 | 8.2 | 8.9 | 6.2 | -11.8
O=C(NC1CCS(=O)(=O)C1)C12CC3CC(CC(C3)C1)C2 (stereo not drawn) | 1.9 | 2.1 | 6.6 | 3.6 | -1.4 | 2.6 | 10.9 | -8.4 | -9.3
Cc1cccc(/C=N\Nc2cn[nH]c(=O)c2Cl)c1 | -2.6 | 76.5* | 54.8* | -1.5 | -3.7 | 71.4* | -193.3 | 1.8 | 2.5
OC(c1ccccc1)(C1CCCCC1)C(CN1CCOCC1)c1ccccc1 (stereo not drawn) | 2.1 | 7.4 | 3.4 | 0.2 | -6.5 | 0.1 | 8.5 | 5.3 | 1.2
O=C(CC1(O)C(=O)Nc2ccc(Br)cc21)c1ccc2c(c1)OCO2 (stereo not drawn) | -4.9 | 5.7 | -7.2 | 4.4 | -2.2 | -3.6 | 21.6 | -9.7 | 10.2
CN(C)S(=O)(=O)N1CCCC(C(=O)c2ccc(C(F)(F)F)cc2)C1 (stereo not drawn) | -4.8 | 7.4 | 7.1 | -0.7 | -3.9 | 4.5 | 3.2 | -11.4 | -20.4
Cc1ccc2c(c1)N(CCC(=O)NCc1cccnc1)C(=O)CO2 | -4.1 | -11.5 | -2.9 | 2.6 | 0.7 | -0.5 | 14.6 | -1.3 | -12.4
Cc1c(Cl)cccc1NC(=O)CSc1nnc(C)n1CC1CCCO1 (stereo not drawn) | -4.5 | -11.9 | -9.0 | -0.2 | -1.2 | -7.0 | 16.2 | -5.6 | -13.1
CC(OC(=O)Cc1c[nH]c2ccccc12)C(=O)NC1(C#N)CCCCC1 (stereo not drawn) | -0.9 | -20.3 | 4.1 | -1.5 | 1.0 | -2.9 | -3.8 | 3.6 | -9.3
O=C(Nc1cccnc1Cl)C1=NN(c2ccccc2)C(=O)CC1 | -3.8 | -20.1 | -16.3 | 1.4 | -2.8 | -11.8 | -2.9 | -6.7 | -17.5
O=C(Nc1ccccc1)c1ccccc1NC(=O)[C@H]1CCCC[C@H]1C(=O)O | -5.2 | 25.4 | -2.1 | -0.1 | -5.2 | -6.3 | -30.2 | -17.9 | 1.1
COc1ccccc1NC(=O)NC1(C(=O)N2CCOCC2)CCCCC1 | -5.7 | -8.2 | -1.3 | -1.6 | 0.0 | -11.4 | 3.5 | 4.1 | -4.6
COc1ccc(-c2csc3nc(-c4ccccc4F)oc(=O)c23)cc1 | 3.5 | -7.1 | -10.1 | 5.7 | -2.5 | -8.3 | -7.6 | 19.0 | 6.0
COc1ccc(NC(=O)c2ccccc2NS(=O)(=O)c2ccc(CNC(C)=O)cc2)c(OC)c1 | -0.4 | -1.9 | 2.0 | 0.8 | 0.0 | -3.2 | -22.1 | 4.1 | -21.7
COCc1nnc(NC(=O)c2ccc(S(=O)(=O)N3CCCC3)cc2)o1 | -0.2 | -5.1 | -5.7 | -0.8 | 0.0 | 5.7 | -5.4 | -2.9 | -21.6

Just UBC13 polyUb, SENP8 block-2 and MIN6 prolif, for some of the entries so far:
SMILES	UBC13 polyUb	SENP8 block-2	MIN6 prolif
CC(OC(=O)Cc1c[nH]c2ccccc12)C(=O)NC1(C#N)CCCCC1 (stereo not drawn)	3.6	-3.8	1.0
O=C(Nc1cccnc1Cl)C1=NN(c2ccccc2)C(=O)CC1	-6.7	-2.9	-2.8
O=C(Nc1ccccc1)c1ccccc1NC(=O)[C@H]1CCCC[C@H]1C(=O)O	-17.9	-30.2	-5.2
COc1ccccc1NC(=O)NC1(C(=O)N2CCOCC2)CCCCC1	4.1	3.5	0.0
COc1ccc(-c2csc3nc(-c4ccccc4F)oc(=O)c23)cc1	19.0	-7.6	-2.5
